KB-V1 MDR tox – qHTS assay for MDR1-selective chemotherapeutics: Primary screen using the drug-selected MDR subline cells KB-V1. KB-V1 MDR cells viability, CellTiter-Glo, 72 h. Potency, µM (doses to about 46.1 µM), for the others: at the top dose activity change, negative = cytotoxicity, actives largely listed as cytotoxic. hit rate 3.4% among 400,000. AID 1347076, 2019; also: potency is read from the fitted curve at half-maximal effect; % is scaled to controls: 0 for no effect and ±100 for the full control effect; nearly all actives have a fitted effect of over 60% in size
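Luminescent ATP read-out (CellTiter-Glo, 10 min) measures survival of drug-selected KB-V1 MDR cells after 72 h, 37 degrees C compound exposure. Medium: phenol-red-free DMEM, 10% FBS. Values from fitted concentration-response curves.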
KB-3-1 tox – qHTS assay for MDR1-selective chemotherapeutics: Primary screen using the parental adenocarcinoma cell KB-3-1 | KB-3-1 viability, CellTiter-Glo ATP luminescence, 72 h | Potency, µM (top dose mostly 46.1 µM), for the others: top-dose activity change, negative = cytotoxic, actives largely listed as cytotoxic | hit rate 1.4% among 400,000 | AID 1347075, 2019; also: potency is read from the fitted curve at half-maximal effect; % is scaled to controls: 0 for no effect and ±100 for the full control effect; nearly all actives have a fitted effect of over 60% in size
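72 h, 37 °C compound treatment of KB-3-1 parental cells; CellTiter-Glo added, 10 min, luminescence read. Data corrected against DMSO-only plates and normalized before curve fitting.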
ATXN viability – Viability Counterscreen for Primary qHTS for Inhibitors of ATXN expression; hit rate 0.49% among 400,000; S2 cells (HEK-293 line with an ATXN2-luciferase reporter) viability, CellTiter-Fluor protease fluorescence, 24 h; Potency, µM (top dose mostly 56.7 µM), hits mostly cytotoxic; also: potency is read from the fitted curve at half-maximal effect; nearly all actives have a fitted effect of over 40% in size
HT1080NT lethal – qHTS for induction of synthetic lethality in tumor cells producing 2HG: qHTS for the HT-1080-NT fibrosarcoma cell line; hit rate 1.6% among 360,000; HT-1080-NT fibrosarcoma viability, CellTiter-Glo ATP luminescence, 48 h; Potency, µM (titrated, usually from 46.1 µM), without a hit: at the top dose activity, negative = less viability, most hits filed as cytotoxic; AID 686970, 2013;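 also: NT is the 2HG producing partner of a matched IDH1 knockdown line; potency is read from the fitted curve at half-maximal effect; 0% = DMSO-treated cells and -100% = media-only wells without cells; nearly all actives have a fitted effect of over 55% in size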
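HT-1080-NT fibrosarcoma cells (2HG-overproducing), 750 cells/well in RPMI with 5% FBS, dosed after 2 h and incubated 48 h at 37C. CellTiter-Glo luminescence normalized to DMSO and no-cell wells; concentration-response curves fitted and classed.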
SW480 rerep – A quantitative high throughput screen for small molecules that induce DNA re-replication in SW480 colon adenocarcinoma cells | SW480 DNA re-replication, Hoechst DNA content imaging, 48 h | Potency, µM (doses to about 46.1 µM), inactives show at the highest dose re-replication activation, hits mostly activators | hit rate 1.8% among 340,000; also: potency is read from the fitted curve at half-maximal effect; % of control where 0% means no effect; nearly all actives have a fitted effect of over 55% in size
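DNA re-replication was detected as more nuclei of elevated Hoechst intensity after 48 hr exposure to compound (23 nL pinned per well of 250 cells).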
HT1080 IDH1KD tx – qHTS for induction of synthetic lethality in tumor cells producing 2HG: qHTS for the HT-1080-IDH1KD cell line. AID 686971, 2013. hit rate 2% among 360,000. HT-1080 IDH1 knockdown viability, ATP luminescence, 48 h. Potency, µM (top dose mostly 46.1 µM), inactives show at the top dose activity, negative = toxicity, hits mostly cytotoxic;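 also: potency is read from the fitted curve at half-maximal effect; 0% = DMSO wells and -100% = cell-free medium wells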
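IDH1KD HT-1080 cells, 750/well, RPMI + 5% FBS; compound pinned after 2 h settling; 48 h, 37 °C; CellTiter-Glo luminescence; % activity normalised to DMSO and no-cell wells; curves fitted, classed by r2 and efficacy.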
MCF10A rerep – A quantitative high throughput screen for small molecules that induce DNA re-replication in MCF 10a normal breast cells; MCF 10A DNA re-replication, Hoechst nuclear intensity, 48 h; Potency, µM (top dose mostly 46.1 µM), for inactives: at the highest dose activity, positive = re-replication, actives largely listed as activators; hit rate 2.9% among 350,000; also: potency is read from the fitted curve at half-maximal effect; % of control where 0% means no effect; nearly all actives have a fitted effect of over 50% in size
ATXN2 expr inh – Primary qHTS for Inhibitors of ATXN expression; HEK-293 ATXN2-luciferase reporter, luminescence, 24 h; Potency, µM (series often up to 57 µM), inactives show at the top dose activity change, negative = inhibition, actives largely listed as inhibitors; hit rate 0.72% among 360,000; AID 1745845, 2022; also: potency is read from the fitted curve at half-maximal effect; % is scaled to controls: 0 for no effect and ±100 for the full control effect; nearly all actives have a fitted effect of over 55% in size
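ATXN2-luciferase reporter cells (luciferase flanked by upstream and downstream ATXN2 gene portions) were treated 24 h at 37 °C with compounds at up to 57 uM. SteadyGlo luminescence gave expression; GF-AFC fluorescence gave viability.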
IL1B secr inh – qHTS for Inhibitors of Inflammasome Signaling: IL-1-beta AlphaLISA Primary Screen. THP-1 LPS/ATP IL-1B secretion, AlphaLISA, 16 h; hits give low values. activity change, % at 57.5 µM. hit rate 4.7% among 360,000. AID 743279, 2014; in the data active = activity change below about -50%; inconclusive = mostly about -30% to -49%; also: % is scaled to controls: 0 for no effect and ±100 for the full control effect
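Secreted IL-1B measured by AlphaLISA bead assay after 16 h compound exposure of THP-1 cells; compounds (final up to 57.5 uM) added 1 h before LPS (250 ng/mL) and ATP (1.25 mM) stimulation; lower signal means less secretion.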
* marks the source's active call; other numbers are inactive results; i = inactive; ? = inconclusive; . = no result given; & = joins results of further samples; [ ] = remark or other dose. Unless noted, calls follow the shape of the dose curve; as a rule, active = well fitted curve in the direction sought with a large enough effect; inconclusive = small, poorly fitted or top-dose-only effect, or another doubt; inactive = no such curve, though single readings can be large; an effect the other way counts as inactive or inconclusive.

SMILES	KB-V1 MDR tox	KB-3-1 tox	ATXN viability	HT1080NT lethal	SW480 rerep	HT1080 IDH1KD tx	MCF10A rerep	ATXN2 expr inh	IL1B secr inh
CCc1noc(C)c1C(=O)NNC(=O)c1cc(OC)cc(OC)c1	-20%	0%	i	0%	-17%	2%	-1%	3%	2
CCc1nc2c(OCCC3CCCCC3)cccn2c1N(C)C(=O)c1ccc(C)cc1	0%	0%	?	?	.	?	.	?	-99*
C[C@H](NC(=O)[C@@H]1Cc2ccccc2CN1C(=O)OC(C)(C)C)C(=O)NC1CCCC1	19%	15%	i	11%	?	13%	-13%	-9%	-14
CCOc1ccccc1NC(=S)NC(=O)c1ccco1	2%	0%	i	12%	6%	-1%	0%	3%	-7
Cc1ccc(CN2CC(C(=O)N(C)CC(=O)Nc3cccc(F)c3)CC2=O)cc1 (stereo not drawn)	0%	-5%	i	-2%	-6%	-8%	-22%	-7%	-16
CCCS(=O)(=O)C(=C1Nc2ccccc2N1)S(=O)(=O)CCC	2%	1%	i	-1%	-1%	-14%	-2%	3%	3
COC(=O)C=CSC(=S)C1CCCC1=N (stereo not drawn)	17%	12%	i	14%	.	-7%	.	.	-3
CNC(=O)c1ccc2c(c1)nnn2C	0%	2%	i	10%	1%	1%	12%	.	-7
Cc1cccc(N/N=C/c2ccncc2)c1	-3%	-14%	i	?	-3%	?	0%	23%	-5
CCOC(=O)C1(Cc2ccccc2C(F)(F)F)CCN(CC2CC2)CC1	-17%	-12%	i	-15%	-3%	-3%	13%	-10%	?
O=C(c1cc2cc(Br)ccc2o1)N1CCOCC1	6%	16%	i	22%	-6%	25%	2%	38%[activator]	-2
CCOc1ccc(N(CC(=O)NCc2cccnc2)S(=O)(=O)c2ccc(F)cc2)cc1	?	21%	?	9%	-4%	?	-7%	4%	i
CCn1c(CCNC(=O)c2ccc(OC)cc2)nnc1SCC(=O)Nc1ccccc1F	-5%	-11%	i	3%	4%	-2%	?	1%	-24
COc1ccc(-n2c3nc4ccccc4nc3c3c(=N)oc(C)nc32)cc1	17%	?	.	-2%	18%	-1%	0%	-20%	10
O=C(O)CC1(Cc2nc(-c3cccs3)no2)CCCC1	-6%	-14%	i	-3%	-7%	-4%	7%	6%	7
COc1ccc(NC(=O)CSc2nc3ccc(Nc4nc(N5CCOCC5)nc(N5CCOCC5)n4)cc3s2)cc1	-8%	1%	.	2%	13%	2%	2.1µM*	.	-10
O=C(Cc1ccsc1-c1ccccc1)NO	?	?	?	?	?	?	?	-34%	-28
CC1CCCN(C2=NC(=O)/C(=C/c3cn(-c4ccccc4)nc3-c3cccc(S(=O)(=O)N(C)C)c3)S2)C1 (stereo not drawn)	11%	0%	i	-2%	0%	8%	?	6%	-17
CC(Oc1cc(C(F)(F)F)cc(C(F)(F)F)c1)C(=O)NC(N)=O (stereo not drawn)	-13%	-5%	i	-12%	-5%[9.22 µM]	-8%	-6%	-1%	9
CCOC(=O)C1=C[C@@H](C(C)(C)C)N(S(=O)(=O)c2ccc(C)cc2)[C@H]1c1ccc(OC)cc1	-21%	?	i	-4%	.	-3%	.	0%	-9
Cc1cccc(C)c1OCC(=O)N/N=C/c1cc2c(cc1[N+](=O)[O-])OCO2	?	13%	i	-25%	-1%	-27%	14%	25%	-9
COc1ccc(-c2nc(CNC(=O)Nc3ccccc3)c(C)o2)cc1	-8%	0%	i	.	.	.	.	-5%	.
Cc1ccc(C2CC(C(F)(F)F)n3nc(C(=O)Nc4c(C)n(C)n(-c5ccccc5)c4=O)cc3N2)cc1 (stereo not drawn)	0%	-6%	i	-18%	3%	-10%	-9%	-22%[11.3 µM]	-7
CN(c1ncnc(N)c1[N+](=O)[O-])C1CCCCC1	10%	-7%	i	3%	5%	-1%	-3%	.	?
Cc1cc(NN)nc(Cc2ccccc2)n1	5%	12%	?	5%	-9%	1%	10%	-15%	18
O=C(Cn1c(C(F)(F)F)nc2ccccc21)c1ccccc1	-13%	-7%	i	-3%	3%	0%	-7%	-2%	-4
CN(c1ccccc1C(=O)O)S(C)(=O)=O	1%	6%	i	2%	-4%	16%	0%	-4%	-1
COc1ccc(NC(=S)NNC(=O)CCn2cc([N+](=O)[O-])cn2)cc1	1%	6%	i	9%	-7%	7%	-3%	-8%	6
COc1ccc(-c2nc3c(c(=O)[nH]c(=O)n3Cc3ccccc3)n2C)cc1	3%	-15%	i	-6%	-7%	-3%	-1%	?	-1
CNS(=O)(=O)c1ccc(NC(=O)C(CCSC)NC(N)=O)cc1 (stereo not drawn)	9%	5%	i	-5%	-25%	-12%	?	2%	5
O=C(Cn1c(=O)cnc2ccccc21)N1CCN(S(=O)(=O)c2ccccc2Br)CC1	-5%	-1%	i	-7%	-7%	16%	-1%	3%	-1
COCCSc1nnc(NC(=O)C2CC(=O)N(c3ccc(Cl)cc3)C2)s1 (stereo not drawn)	-16%	8%	i	-5%	-20%	0%	-1%	-18%	4
CN1CCN(C(=O)CCN2C(=O)c3ccccc3S2(=O)=O)CC1	0%	5%	i	2%	4%	1%	-6%	3%	3
c1ccc(CNCCCn2cnc3c(OCc4ccccc4)ncnc32)cc1	0%	0%	i	-2%	-1%	-11%	?	-6%	-12
CN(C)c1ccc(/C=N/NC(=O)CNC(=O)/C=C/c2ccccc2)cc1	-2%	15%	i	2%	15%	16%	-11%	6%	i
N#CCCN(Cc1ccccc1)C(=O)c1nccnc1C(=O)O	0%	4%	i	23%	-1%	0%	0%	.	20
CN(Cc1ccccc1)C(=O)c1[nH]cnc1C(=O)Nc1ccc(Cl)cc1	?	?	?	?	0%	-1%	-5%	?	-28
CCNC(=O)c1ccccc1SCC(=O)Nc1ccc(F)cc1	-24%	7%	i	12%	2%	14%	16%	2%	-8
CCc1nc(SCC(=O)NC2CC2)c2c(C)c(C)sc2n1	-30%	-9%	i	0%	1%	0%	-9%	8%	20
CC(C)Cc1cc(C(=O)Nc2ccccc2)c2ccccc2n1	-17%	-8%	i	-3%	-1%[9.22 µM]	-21%	3%	-19%	-2
CSCCC(NC(=O)c1cccc([N+](=O)[O-])c1)c1nc2ccccc2[nH]1 (stereo not drawn)	4%	11%	i	-1%	-1%	4%	6%	-1%	0
CCCCN(CC)CCCNC(=O)c1cn(C)c2ccc(S(=O)(=O)N(C)C3CCCCC3)cc2c1=O	2%&8%	?	i	2%	-12%	2%	5%	4%	-4
O=C(CCNS(=O)(=O)c1ccccc1)N1CCC(Cc2ccccc2)CC1	-7%	5%	i	-18%	22%	-14%	4%	-19%	-50*
CC(OC(=O)c1ccccc1)C(=O)NCc1ccco1 (stereo not drawn)	-4%	4%	i	7%	-1%	15%	1%	-14%	-13
O=S(=O)(Cc1ccccc1)Nc1cccc(Br)c1	0%	22%	i	-8%	?	2%	0%	-7%	-28
CCc1cc(-c2nnn(CCC3COCCO3)c2CC)cc(CC)c1-c1cn(Cc2ccc3ccccc3c2)nn1 (stereo not drawn)	5.8µM*	?	i	-1%	.	-21%	.	-24%	4
CC(=C1C(=O)c2ccccc2C1=O)N1CCN(Cc2ccccc2)CC1	7%	-6%	i	14%	0%	2%	12%	9%	26
CN(C(=O)COC(=O)CSc1ccc(C(N)=O)cc1[N+](=O)[O-])C1CCCCC1	0%	22%	i	1%	-3%	6%	0%	2%	10
COc1ccc(-n2nnnc2SCC(=O)NCc2cccs2)cc1	-3%	0%	i	11%	-3%	18%	-3%	-13%	10
CC(=O)c1oc2ccccc2c1NC(=O)CN1CCCCC1	?	-16%	i	-4%	18%	-6%	-2%	4%	12
COC(=O)c1c(NC(=O)CN2C(=O)NC3(CCC(C)CC3)C2=O)sc2c1CCC2 (stereo not drawn)	15%	-7%	i	-2%	-8%	-3%	19%	-15%	16
COc1ccccc1-n1c(SCC(=O)N(C)C)nnc1-c1ccco1	3%	?	i	-1%	?	-2%	?	-14%	-20
COc1ccccc1OCCNC(=O)Cc1ccc(Cl)c(Cl)c1	-23%	0%	i	-4%	-1%	-1%	5%	-6%	-11
Cc1nn(S(=O)(=O)c2ccc(Br)cc2)c(C)c1S(=O)(=O)N1CCCCCC1	0%	11%	i	.	.	.	.	4%	.
COc1cc(C(C)=O)ccc1OCC(O)CN1CCN(c2ccccn2)CC1 (stereo not drawn)	1%	3%	i	0%	0%	10%	12%	12%	-56*
OC(CCc1ccncc1)COc1ccccc1 (stereo not drawn)	?	-2%	i	9%	-6%	9%	1%	-3%	13
CCOc1ccc(NC(=O)CN2C(=O)CSC(C)C2=O)cc1 (stereo not drawn)	0%	4%	?	0%	-4%	0%	-1%	15%	-2
COc1cc(C(=O)N/N=C/c2ccccn2)cc(OC)c1OC	?	18µM*	i	?	18µM*	?	21µM*	-7%	82
